Screening results as filed in PubChem.
H9c2 TAG inh: inhibitors of triacylglycerol accumulation, primary screen, cell-based, uHTS, fluorescence, H9c2. H9c2 cells, Nile Red lipid (TAG) fluorescence; cells loaded with 200 µM oleic acid. inhibition, % at 12.5 µM. actives 0.66% (n = 230,000). AID 651582, 2012;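 active means pattern-corrected inhibition of lipid staining of at least 50% with the nuclear-stain viability signal not falling by more than 50%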;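 further: 0% = DMSO wells and 100% = triacsin C control wells; some results filed as inactive read as strong as hits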
H9c2 TAG inh DAPI viability: further read-out of H9c2 TAG inh, marked with its call; DAPI nuclei signal change (viability), lower = more cytotoxic, %;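 whole-well DAPI fluorescence read on a plate reader as a viability signal; minus 50 percent equals half of cells still viable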
* = called active by the depositor; ! = not active in a repeat. Not all compounds are listed. The share of hits here may be higher or lower than overall.

The line under a structure holds: H9c2 TAG inh | H9c2 TAG inh DAPI viability
- COCC1CCN(Cc2c(C(=O)N3CCOCC3)nc3c(C)cccn23)C1 (stereo not given)
→ 6 | 1
- COc1ccc(C2CC(=O)Oc3c(C(CCN4CCN(c5ccccc5)CC4)c4ccc(N(C)C)cc4)c(OC)cc(OC)c32)cc1 (stereo not given)
→ 32 | 3
- CC(=O)c1c(C)nc2ccccc2c1N
→ 0 | 8
- Cc1cccc(OCCCC(=O)Nc2ccc(S(=O)(=O)Nc3ncccn3)cc2)c1C
→ 4 | 7
- COc1ccc(NC(=O)C2CCCN(C(=O)c3ccc(Cl)cc3)C2)cc1S(=O)(=O)N(C)C (stereo not given)
→ 4 | -8
- O=C(Cn1cccc1C(=O)c1ccccc1)NCCN1CCOCC1
→ -19 | 12
- Cc1cccc(OCC(=O)N(Cc2cccs2)C2CCS(=O)(=O)C2)c1C (stereo not given)
→ -2 | 1
- COc1cc(C(=O)N2CCN(S(=O)(=O)c3ccc(F)cc3)CC2)cc(OC)c1OC
→ 4 | -9
- Cc1ccc(C(=O)NCCc2nnc3ccc(SCC(=O)Nc4cc(C)on4)nn23)cc1
→ -7 | -1
- O=C(CCNS(=O)(=O)c1ccccc1)N1CCN(c2ccccc2F)CC1
→ 10 | -4
- CCN(C(=O)COC(=O)CCC(=O)c1cccs1)c1c(N)n(Cc2ccccc2)c(=O)[nH]c1=O
→ -9 | 4
- N#C/C(=C/c1ccc(-c2ccc([N+](=O)[O-])cc2)o1)C(=O)Nc1nc(-c2cccs2)cs1
→ -1 | 3
- Cc1ccc2nnc(Cl)n2n1
→ -10 | -3
- Cc1[nH]c2ccc(C(C)C)cc2c1CC(=O)O
→ -8 | 4
- O=C(Cn1cnc([N+](=O)[O-])n1)NC1CC1
→ -1 | 2
- Cc1ccc(/C(O)=C2\C(=O)C(=O)N(CCc3c[nH]c4ccccc34)C2c2cccnc2)cc1 (stereo not given)
→ 4 | -12
- COc1ccc(NC(=O)/C(C#N)=C\c2cc(OC)c(OCc3ccc(C(=O)O)cc3)cc2Br)cc1
→ 15 | -6
- Cn1c(=O)[nH]c(=O)c2c1nc(NCCCO)n2Cc1ccc(F)cc1
→ -10 | 14
- Cc1ccc(-c2nn(C)c(=O)c3ccccc23)cc1CO
→ -4 | -8
- Cc1cccc(NC(=O)c2nc[nH]c2C(=O)N[C@@H](CCCCNC(=O)OC(C)(C)C)C(=O)OC(C)(C)C)c1
→ -5 | 10
- CC(C(=O)Nc1cccnc1)C1Sc2ccccc2NC1=O (stereo not given)
→ -4 | -1
- c1cnn(Cc2cnc(N3CCOCC3)s2)c1
→ -2 | 1
- O=C(NC(Nc1nc2ccc([N+](=O)[O-])cc2s1)(C(F)(F)F)C(F)(F)F)c1ccccc1
→ -13 | 6
- COc1ccccc1Nc1nc(-c2cccc(N3C(=O)c4ccccc4C3=O)c2)cs1
→ 2 | 2
- COc1cccc(C(c2sc3nc(C)nn3c2O)N2CCN(C(=O)c3ccco3)CC2)c1 (stereo not given)
→ 9 | -13
- O=C1c2c(Cl)c(Cl)c(Cl)c(Cl)c2C(=O)N1c1nccs1
→ -2 | -1
- CCCc1cc(NCCCCO)n2c(nc3ccccc32)c1C#N
→ 26 | 18
- COc1ccc(OCc2cc(C(=O)NCc3cccc(C)n3)no2)c(Cl)c1
→ -7 | -3
- O=C(O)CCCCN1C(=O)/C(=C\c2ccc(OCc3ccccc3)c(OCc3ccccc3)c2)SC1=S
→ 1 | -6
- O=C(NCc1ccccc1Cl)C1CCCN1C(=O)NCc1ccccc1 (stereo not given)
→ -3 | -2

The line under a structure holds: H9c2 TAG inh | H9c2 TAG inh DAPI viability
- CC(OC(=O)c1cccc(-n2cnnn2)c1)C(=O)Nc1ccc(F)cc1 (stereo not given)
→ -24 | 6
- COc1ccc(CN(C(C)=O)c2cc(C)c([N+](=O)[O-])cc2OC)cc1OC
→ 4 | -3
- Cc1cc(C)cc(NC(=O)CN2C(=O)NC(Cc3c[nH]c4ccccc34)C2=O)c1 (stereo not given)
→ -2 | 2
- O=C(OCn1nnc2ccccc2c1=O)c1ccc(S(=O)(=O)N2CCOCC2)cc1
→ 1 | -5
- CCC(c1nnnn1CCC(C)C)N1CCC(C(N)=O)CC1 (stereo not given)
→ 1 | 0
- Cc1ccc(S(=O)(=O)CCC(=O)Oc2ccc(-c3nnco3)cc2)cc1
→ -10 | 3
- CC(/C=N/NC(=O)c1sc(N)nc1C)=C\c1ccccc1
→ 20 | 6
- O=C1COCCOCCOCC(=O)NCCN1
→ 13 | -14
- CN(C(=O)c1cccc(NC(=O)Cc2cccc(NC(=O)C3CCN(S(=O)(=O)c4cccc([N+](=O)[O-])c4)CC3)c2)c1)C1CC1
→ 6 | 5
- O=C(N/N=C/c1c[nH]c2ccccc12)c1ccc2c(c1)OCCO2
→ 16 | -20
- Cc1cc(C)c(C(N)=O)c(Cl)n1
→ -5 | 14
- O=C(OCC(=O)N1CCN(C(=O)c2ccco2)CC1)c1ccccc1OCc1ccccc1
→ -18 | -5
- O=C(Nc1ccncc1)C1CCCN(S(=O)(=O)c2cccc3cccnc23)C1 (stereo not given)
→ 60* | -43*
- CCN(CC)CCNC(=O)c1[nH]c2ccc(OCc3ccccc3)cc2c1C
→ 11 | 57
- Cc1cccc(N2CCN(C(=O)c3ccc4nc(-c5ccco5)c(-c5ccco5)nc4c3)CC2C)c1 (stereo not given)
→ 7 | -8
- CN(Cc1ccccc1)S(=O)(=O)c1ccc(OCC(=O)N2CCC(C(N)=O)CC2)cc1
→ 6 | -8
- CCSc1nnc(SCC(=O)c2c(N)n(C)c(=O)n(C)c2=O)s1
→ -8 | 3
- Cc1ccc(S(=O)(=O)N2CCC(C(=O)OC3CCOC3=O)CC2)cc1C (stereo not given)
→ -12 | 2
- CC(NS(=O)(=O)c1ccc(OCC(=O)N2CCOCC2)cc1)c1ccccc1 (stereo not given)
→ -32 | 17
- Cc1ccc2ccccc2c1Cn1c(-n2ccnc2)nc2c1c(=O)n(C)c(=O)n2C
→ 13 | -2
- O=C(O)COc1ccc(-c2nccc(-c3ccccn3)n2)cc1
→ -12 | 14
- COc1cc(C(=O)OC(C)CN2CCCC2)cc(OC)c1OC (stereo not given)
→ 4 | 11
- O=[N+]([O-])c1ccc2c(OCc3nnc(-c4ccccc4Br)o3)ncnc2c1
→ 11 | 8
- CCc1cccc(NC(=O)COC(=O)C2CCN(c3ccc(C(F)(F)F)cn3)CC2)c1
→ -11 | 0
- N#CCC(=O)N/N=C/c1ccc(Sc2nc3ccccc3s2)o1
→ -6 | 0
- O=C(CN(Cc1ccco1)S(=O)(=O)c1ccccc1)N/N=C/c1ccccc1C(=O)O
→ -8 | 8
- O=C(c1ccccc1NS(=O)(=O)c1ccc(F)cc1)N1CCCCC1
→ -8 | 0
- Cc1ccc(S(=O)(=O)Nc2ccc(S(=O)(=O)Nc3nccs3)cc2)cc1C
→ -5 | 8
- O=C(CC1Sc2ccccc2NC1=O)Nc1cccnc1 (stereo not given)
→ 15 | -5
- CC(=O)c1cccc(S(=O)(=O)N2CCN(c3ccccc3F)CC2)c1
→ -9 | 2

An excerpt of these results, bar-delimited.
SMILES | H9c2 TAG inh | H9c2 TAG inh DAPI viability
O=[N+]([O-])c1ccc2c(OCc3nnc(-c4ccccc4Br)o3)ncnc2c1 | 11 | 8
CCc1cccc(NC(=O)COC(=O)C2CCN(c3ccc(C(F)(F)F)cn3)CC2)c1 | -11 | 0
N#CCC(=O)N/N=C/c1ccc(Sc2nc3ccccc3s2)o1 | -6 | 0
O=C(CN(Cc1ccco1)S(=O)(=O)c1ccccc1)N/N=C/c1ccccc1C(=O)O | -8 | 8

More compounds.
The line under a structure holds: H9c2 TAG inh | H9c2 TAG inh DAPI viability
- C=CCC1CCCCC12NC(=O)N(c1ccccc1)N2 (stereo not given)
→ 5 | -2
- COc1ccccc1N1CCN(C(=O)c2cc(S(=O)(=O)N3CCOCC3)ccc2C)CC1
→ -5 | -3
- Cc1ccc(OCC(=O)NNC(=O)C2CCC2)cc1C
→ -23 | 9
- CCOC(=O)c1cnc2ccc(OCC)cc2c1N1CCN(c2ccccc2OC)CC1
→ 25 | 1
- Cc1ccc(NC(=O)Nc2ccccc2C(=O)NCc2ccccc2)cc1
→ 6 | 2
- O=C(Nc1cccc(F)c1)c1ccc2c(c1)OCO2
→ 0 | -1
- c1ccc(-c2nnc(CSc3nc4ccccc4[nH]3)o2)cc1
→ 7 | -8
- CCOC(=O)c1c(NC(=O)c2ccco2)sc2c1CCCC2
→ -23 | 6
- CCCC(NC(=O)c1ccc(Br)o1)c1nc2ccccc2[nH]1 (stereo not given)
→ -7 | 0
- CC1=C(C(=O)Nc2ccccc2)C(c2ccc(C)o2)n2ncnc2N1 (stereo not given)
→ -5 | -6
- COc1ccc(-c2cnc3nc(/N=C/N(C)C)nn3c2/N=C/N(C)C)cc1
→ 8 | -8
- O=C1c2[nH]c(=O)[nH]c(=O)c2CN1Cc1ccccc1
→ -4 | 2
- Brc1ccc(CN2CCN(c3ccccc3)CC2)o1
→ -10 | 5
- CCCCCc1cc(=O)oc2c(C(CCN3CCN(c4ccccc4)CC3)c3ccc4c(c3)OCO4)c(OC)cc(OC)c12 (stereo not given)
→ 65* | 10*
- Cc1ccc(OCC(=O)N2CCCCC2C)c([N+](=O)[O-])n1 (stereo not given)
→ 3 | 7
- O=C(OCc1cc(=O)c(OC(=O)c2ccccc2)co1)c1ccccc1
→ 2 | 0
- C/C(=N\Nc1nc2ccc(Cl)cc2o1)c1ccccc1
→ -4 | 1
- COc1cc(NC(=O)c2nccnc2N)cc(C(=O)Nc2cccc(C(F)(F)F)c2)c1
→ 61*! | 13*!
- COCCNC(=S)Nc1ccccn1
→ 8 | 1
- CCOC(=O)C1=CN(CC)S(=O)(=O)NC1CC (stereo not given)
→ 4 | -4
- O=C(Nc1ccccc1)Nc1ccc2ocnc2c1
→ 24 | -10
- Cc1cc(NC(=O)CSc2ccccc2)no1
→ 3 | 8
- CC(NC(=O)CCc1nnc(C2CCCCC2)o1)c1ccc(F)cc1 (stereo not given)
→ -5 | -1
- CCOC(=O)CC1CCCCN1C(=O)CCCn1nnnc1CN1CCOCC1 (stereo not given)
→ -3 | 3
- Cc1cccnc1C(NC(=O)C1CCN(Cc2ccc(Oc3ccccc3)cc2)CC1)c1ccc(F)cc1 (stereo not given)
→ -9 | 8
- COC(=O)c1ccc(C(=O)OCc2nc3cc4ccccc4cc3[nH]2)cc1
→ -5 | 4
- CCN1CCC2(CCN(Cc3cn[nH]c3-c3ccc(OC)c(F)c3)C2)C1 (stereo not given)
→ -9 | 12
- CCOc1ccc2[nH]c(=O)c(C(c3nnnn3CCOC)N3CCOCC3)cc2c1 (stereo not given)
→ -14 | 1
- CC(=O)COC(=O)CNC(=O)c1ccc(Br)cc1
→ -1 | -10
- CSCCC1NC(=O)N(CC(=O)Nc2cccc(S(=O)(=O)N3CCCCCC3)c2)C1=O (stereo not given)
→ 4 | 0

Three entries already listed, sorted by length of the SMILES, lowest first.
The line under a structure holds: H9c2 TAG inh | H9c2 TAG inh DAPI viability
- CCOC(=O)C1=CN(CC)S(=O)(=O)NC1CC (stereo not given)
→ 4 | -4
- O=C(Nc1cccc(F)c1)c1ccc2c(c1)OCO2
→ 0 | -1
- CC(NC(=O)CCc1nnc(C2CCCCC2)o1)c1ccc(F)cc1 (stereo not given)
→ -5 | -1

Continued:
The line under a structure holds: H9c2 TAG inh | H9c2 TAG inh DAPI viability
- COc1ccccc1Oc1ncnc2sccc12
→ -2 | 1
- COc1ccc(CNC(=O)Nc2ccc([N+](=O)[O-])cc2)cc1
→ -25 | 1
- Cc1noc(C)c1CN(C(=S)NC1CC2CCC1C2)c1ccccc1 (stereo not given)
→ 3 | 3
- CC(C)Oc1ccc(S(=O)(=O)N2CCOCC2)cc1NC(=O)Cc1cccs1
→ -4 | -1
- O=C(CNC(=O)c1ccccc1F)OCc1nc2ccc(Cl)cc2n1CCO
→ 7 | -3
- COc1ccccc1C(=O)COC(=O)/C(=C/c1ccccc1)NC(C)=O
→ 8 | -5
- O=S(=O)(Nc1cccc2ccccc12)c1cccs1
→ -10 | -2
- Nc1c2c(nc3sc4c(c13)CCCC4)CCCCCC2
→ 1 | 2
- Cc1nn(-c2cccc(C(F)(F)F)c2)c(=O)c2ccccc12
→ -2 | 0
- C=CCn1c(SCc2cc([N+](=O)[O-])cc3c2OCOC3)nc2cc(C(=O)O)ccc2c1=O
→ -2 | 6
- O=C(O)CC1SC(=Nc2cccc(C(F)(F)F)c2)NC1=O (stereo not given)
→ -6 | 6
- CN(C)CCOC(=O)CC12CC3CC(C1)CC(CC(=O)OCCN(C)C)(C3)C2
→ 12 | 14
- COC(=O)c1cc(C(=O)OCC(=O)NC2CCS(=O)(=O)C2)cc([N+](=O)[O-])c1 (stereo not given)
→ -1 | -3
- Cc1cc(C)cc(N2C(=O)CC(n3ccnc3)C2=O)c1 (stereo not given)
→ -14 | -5
- Cc1c(C(=O)OCC(=O)N2CC(C)OC(C)C2)oc2ccc(Br)cc12 (stereo not given)
→ -12 | 8
- CN(C(=S)Nc1cccnc1)c1ccc(O)cc1
→ -12 | 5
- COc1ccccc1OCC(=O)Nc1sc2c(c1C(N)=O)CCC2
→ -1 | 5
- CCOc1ccc(Br)cc1S(=O)(=O)Nc1ccc(C(=O)OCC(=O)Nc2ccc(C#N)cc2)cc1
→ -15 | -1
- CC(C)CCNC(=O)c1ccc(OC2CCN(S(=O)(=O)N(C)C)CC2)cc1
→ -6 | -2
- COc1cc(NC(=O)c2cnn3c(C(F)F)cc(C4CC4)nc23)c(OC)cc1Cl
→ 3 | -6
- CC(=O)Nc1ccc2nc(CN3CCN(CC(C)C)C(CCO)C3)ccc2c1 (stereo not given)
→ 7 | -3
- Cc1ccc(F)c(CNC(=O)C2(C)CCCN2C(=O)C(C)C)c1F (stereo not given)
→ -8 | 4
